Cav32 inh – blocks human Cav3.2 T-type calcium channel; O95180; B-score at 10 µM; 4% of 100,000 active; Cav3.2-expressing cells, Fluo-4 calcium fluorescence FDSS; stronger effect = lower value;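 active = single-dose well whose peak fluorescence ratio is a statistical outlier from its plate by either plate-standardised score or position-corrected B-score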
Target sequence (O95180 whole entry, looked up): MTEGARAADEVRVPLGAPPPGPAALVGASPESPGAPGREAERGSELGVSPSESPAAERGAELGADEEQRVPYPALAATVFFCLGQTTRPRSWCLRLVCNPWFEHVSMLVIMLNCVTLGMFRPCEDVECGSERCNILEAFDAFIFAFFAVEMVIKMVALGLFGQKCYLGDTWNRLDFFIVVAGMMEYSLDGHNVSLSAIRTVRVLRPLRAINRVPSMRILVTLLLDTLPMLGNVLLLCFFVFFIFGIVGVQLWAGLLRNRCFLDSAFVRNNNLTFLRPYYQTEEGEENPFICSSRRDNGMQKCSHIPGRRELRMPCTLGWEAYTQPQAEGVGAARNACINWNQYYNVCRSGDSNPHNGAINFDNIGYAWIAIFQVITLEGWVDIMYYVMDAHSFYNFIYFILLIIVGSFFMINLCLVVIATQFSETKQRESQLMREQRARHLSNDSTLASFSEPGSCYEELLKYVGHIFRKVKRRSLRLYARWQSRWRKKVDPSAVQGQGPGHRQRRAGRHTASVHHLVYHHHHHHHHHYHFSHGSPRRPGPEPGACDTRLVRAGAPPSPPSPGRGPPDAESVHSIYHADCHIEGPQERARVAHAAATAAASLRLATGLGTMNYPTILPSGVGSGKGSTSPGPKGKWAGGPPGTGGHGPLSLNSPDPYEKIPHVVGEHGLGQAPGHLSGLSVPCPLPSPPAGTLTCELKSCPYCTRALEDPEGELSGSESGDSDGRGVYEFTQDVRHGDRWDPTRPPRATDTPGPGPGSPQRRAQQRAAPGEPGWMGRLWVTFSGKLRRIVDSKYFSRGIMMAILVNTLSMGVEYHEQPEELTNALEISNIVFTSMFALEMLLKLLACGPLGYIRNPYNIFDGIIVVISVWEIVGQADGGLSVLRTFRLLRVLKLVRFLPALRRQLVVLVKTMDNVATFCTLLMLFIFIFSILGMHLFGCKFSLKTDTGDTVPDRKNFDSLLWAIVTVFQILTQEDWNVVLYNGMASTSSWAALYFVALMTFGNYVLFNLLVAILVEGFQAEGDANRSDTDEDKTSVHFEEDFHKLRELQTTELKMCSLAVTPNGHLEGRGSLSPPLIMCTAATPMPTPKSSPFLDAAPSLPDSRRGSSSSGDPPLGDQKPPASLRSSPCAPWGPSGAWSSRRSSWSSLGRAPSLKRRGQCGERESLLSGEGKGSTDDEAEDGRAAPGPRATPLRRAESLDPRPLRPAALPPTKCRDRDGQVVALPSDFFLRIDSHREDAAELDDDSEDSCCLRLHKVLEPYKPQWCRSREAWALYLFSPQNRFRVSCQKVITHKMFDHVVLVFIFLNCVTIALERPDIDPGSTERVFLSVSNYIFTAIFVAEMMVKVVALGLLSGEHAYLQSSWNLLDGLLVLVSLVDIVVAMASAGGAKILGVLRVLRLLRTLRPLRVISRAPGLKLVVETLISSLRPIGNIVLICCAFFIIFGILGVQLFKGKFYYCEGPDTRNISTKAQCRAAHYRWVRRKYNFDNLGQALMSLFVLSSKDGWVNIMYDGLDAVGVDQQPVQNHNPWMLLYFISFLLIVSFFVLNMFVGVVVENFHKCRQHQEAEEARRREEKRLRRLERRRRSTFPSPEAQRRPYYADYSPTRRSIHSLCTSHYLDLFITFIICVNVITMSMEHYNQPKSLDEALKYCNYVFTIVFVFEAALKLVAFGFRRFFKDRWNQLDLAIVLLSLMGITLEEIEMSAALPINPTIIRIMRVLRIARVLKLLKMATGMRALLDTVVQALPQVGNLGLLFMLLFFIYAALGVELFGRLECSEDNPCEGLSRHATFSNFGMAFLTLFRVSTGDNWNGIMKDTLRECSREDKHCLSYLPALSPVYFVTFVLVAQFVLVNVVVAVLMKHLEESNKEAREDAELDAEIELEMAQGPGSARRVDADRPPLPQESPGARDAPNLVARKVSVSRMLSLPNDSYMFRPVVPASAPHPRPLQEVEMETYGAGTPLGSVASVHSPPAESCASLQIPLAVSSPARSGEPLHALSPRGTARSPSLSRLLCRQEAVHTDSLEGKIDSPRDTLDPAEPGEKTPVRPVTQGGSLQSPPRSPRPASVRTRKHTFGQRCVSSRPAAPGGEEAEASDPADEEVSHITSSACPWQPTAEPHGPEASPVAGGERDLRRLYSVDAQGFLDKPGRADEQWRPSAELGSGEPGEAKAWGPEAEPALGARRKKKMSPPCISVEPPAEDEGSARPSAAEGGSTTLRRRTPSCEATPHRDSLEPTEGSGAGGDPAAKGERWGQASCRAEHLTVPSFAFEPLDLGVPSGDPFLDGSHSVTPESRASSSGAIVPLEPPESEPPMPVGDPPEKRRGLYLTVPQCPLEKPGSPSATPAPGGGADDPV
* marks the source's active call; other numbers are inactive results. Some of the compounds tested; rates above refer to the full screens.

SMILES | Cav32 inh
Cc1nc(C)c(C(=O)Nc2nc3c(C)cccc3s2)o1 | -0.636
COc1cccc(/C=N/N2C(=O)NC3(CCCCC3)C2=O)c1O | 0.16
NC(=O)c1cc(Br)cc2c3c([nH]c12)CCCC3 | -0.408
O=C(Cc1ncn[nH]1)NCCc1ccccc1 | -2.62
COc1ccc(NCc2nnc(SCC(=O)c3ccc(OC)cc3)o2)cc1 | 1.11
N=c1c2c(-c3ccccc3)c(-c3ccccc3)n(Cc3ccco3)c2ncn1CCO | -7.41*
CCC(CC)c1nnc(NC(=O)c2nc3nc(C)cc(C)n3n2)s1 | 0.252
Cc1ccc(-c2csc(-c3c[nH]c4ccccc34)n2)cc1 | -1.57
COc1ccc2[nH]c(=O)c(CNC3CCCCC3)cc2c1 | -3.21
Cc1cc(C)c2nc(NC(=O)c3ccc4c(c3)OCO4)sc2c1 | 0.981
CC(C)C(NC(=O)C12CC3CC(CC(C3)C1)C2)C(=O)NC1=NCCS1 (stereo not given) | -0.717
COc1ccc(NC(=O)ON=C2c3ccccc3-c3ccccc32)cc1 | -1.64
CCCSC1=C(C#N)C(c2ccccc2C)C(C(=O)OC)C(=O)N1 (stereo not given) | 0.651
O=C(O)c1cccc2[nH]c(C(F)(F)F)nc12 | 0.0961
N#CCc1ccc(NS(=O)(=O)c2ccc(N3CCCC3=O)cc2)cc1 | 0.652
CCOc1ccc(C2c3cc(OC)c(OC)cc3CC(=O)N2c2ccc(OC)cc2)cc1 (stereo not given) | -3.14
COc1ccc(C(=O)c2c(-c3ccsc3)oc3ccc(-c4ccc(OC)cc4)cc23)cc1 | -1.05
CC(C)c1nc2cc3ccccc3cc2[nH]1 | 0.0978
COc1ccc(N(C(=O)COc2ccccc2)C2C=CS(=O)(=O)C2)c(OC)c1 (stereo not given) | 0.269
N#CCCN(C1CCCCC1)S(=O)(=O)CCOc1ccccc1 | -1.11
O=C1CN(S(=O)(=O)c2ccc(Cl)cc2)CC(=O)N1CCc1ccccc1 | 0.761
CCOc1cc(CNCCc2ccc(S(N)(=O)=O)cc2)ccc1OCc1ccc(Cl)cc1 | 1.95
O=C(O)[C@H]1CCCC[C@H]1C(=O)NCCc1ccccc1 | -0.271
O=S(=O)(CC(CN1CCCC1)N1CCCC1)c1ccc2ccccc2c1 (stereo not given) | 1.13
CCOC(=O)c1c(NC(C)=O)sc2c1CCCNC2=O | 1.85
O=C(NC(=O)c1ccncc1)NC(c1ccccc1)c1ccccc1 | 0.81
Nc1ccc(N(c2ccccc2)c2ccc(N)cc2)cc1 | 0.076
CCOC(=O)Cc1csc(NC(=O)CCCCCN2C(=O)c3cccc4cccc(c34)C2=O)n1 | 1.21
C=CCN(C(=O)CNC(=O)c1ccco1)C(C(=O)NC1CCCCC1)c1ccc(OC)cc1OC (stereo not given) | 0.414
COC(=O)CSc1nc2ccccc2n1CC(=O)N(C(C)C)C(C)C | 0.119

Six entries out of the list above, ordered by the number in Cav32 inh, smallest number first:
SMILES | Cav32 inh
O=C(O)[C@H]1CCCC[C@H]1C(=O)NCCc1ccccc1 | -0.271
C=CCN(C(=O)CNC(=O)c1ccco1)C(C(=O)NC1CCCCC1)c1ccc(OC)cc1OC (stereo not given) | 0.414
O=C1CN(S(=O)(=O)c2ccc(Cl)cc2)CC(=O)N1CCc1ccccc1 | 0.761
O=C(NC(=O)c1ccncc1)NC(c1ccccc1)c1ccccc1 | 0.81
O=S(=O)(CC(CN1CCCC1)N1CCCC1)c1ccc2ccccc2c1 (stereo not given) | 1.13
CCOC(=O)c1c(NC(C)=O)sc2c1CCCNC2=O | 1.85

(further entries)
SMILES | Cav32 inh
N#CC(C(=O)Nc1ccccc1)=C1Nc2ccccc2N1 | -0.019
CC(=O)Nc1ccc(S(=O)(=O)NCc2ccc(C(=O)NCCN3CCCCCC3)cc2)cc1 | 0.993
CN(C)c1ccc(C=Nc2ccccc2)cc1 | 0.476
CCN(CC)S(=O)(=O)c1ccc(F)c(C(=O)NCCCN2CCOCC2)c1 | 1.04
O=C(CSCc1ccccc1)Nc1ccc(Cl)cn1 | -2.41
Brc1ccccc1OCCCn1cnc2ccccc21 | -2.87
O=C(c1ccccc1)c1coc2ccc(O)c(Cl)c12 | -0.151
CC(C)(C)n1nnnc1C(c1ccccc1F)N(Cc1ccco1)CC1CCCO1 (stereo not given) | -3.24
CC12CCC(C(=O)N3CCN(c4ncccn4)CC3)(c3nc4ccccc4nc31)C2(C)C (stereo not given) | 2.03
COc1cc(CCNC(=O)c2cnn3ccccc23)cc(OC)c1OC | 0.214
O=S1(=O)CCN2C(=N1)SC1=C2CCN(Cc2ccccc2)C1 | -0.125
CCCC/C(C)=N/NC(=O)Nc1ccccc1 | -0.0345
C=CCc1cccc2cc(NC(C)=O)c(=O)oc12 | 0.839
CCCCCCCn1ccc(=N)cc1 | -0.121
CCC(C)(C)n1nnnc1C(c1cc2cccc(C)c2[nH]c1=O)N1CCN(C(=O)c2ccco2)CC1 (stereo not given) | 2.5
COc1ccc(S(=O)(=O)N2CCN(Cc3ccc4c(c3)OCO4)CC2)c2ccccc12 | -0.869
Cn1c(C(=O)NCc2ccccn2)cc2c(=O)n(C)c3ccccc3c21 | 1.11
O=S(=O)(Nc1cccc2nsnc12)c1ccccc1 | -0.307
COCCNc1nc(C)cc(-c2cc(-c3ccc(Cl)cc3)on2)n1 | 0.637
COc1ccc(OC)c(C2=NOC(C(=O)Nc3cccnc3)C2)c1 (stereo not given) | -0.614
CCOC(=O)c1ccccc1NC1c2ccccc2C(=O)N1C1CCN(C(=O)OCC)CC1 (stereo not given) | -5.78*
COC(=O)c1c(C#N)c(N)nc2c1CCC2 | 0.354
CCOC(=O)C1=C(O)C(=O)N(c2ccc(S(N)(=O)=O)cc2)C1c1ccc(OC)cc1OC (stereo not given) | 1.35
Cc1cccc(OCC(=O)NNc2c3ccccc3nc3ccccc23)c1 | -2.6
Cc1ccc(S(=O)(=O)N/N=C/c2ccc(OC3CSC3)cc2)cc1 | -0.23
N#CC12CCCCC1CC1CCCCC1(C#N)N2Cc1ccccn1 (stereo not given) | -0.175
O=C(O)CCc1ccc(-c2cccs2)n1NC(=O)c1ccco1 | 0.301
COC(=O)c1ccc(/C=C/C(=O)c2ccc(OC)cc2)cc1 | 0.335
CCN1C(=O)N[C@H](c2ccc(Br)cc2)C(C(C)=O)=C1C | 0.465
O=C(CCS(=O)(=O)c1cccc2nonc12)Nc1cccc2c1CCCC2 | 0.0612
COc1ccc(NC(=O)c2sccc2SCC#N)cc1 | -0.684
Cc1ccc(-c2noc(CN3CCN(Cc4ccccc4)CC3)n2)cc1 | 0.194
Cc1cc(C)n(C(=O)CNC(=O)COc2ccccc2)n1 | -0.0683
CCc1c(C)nc2cc(-c3cccs3)[nH]n2c1=O | 0.767
CC1C(=O)C(C)C(c2ccco2)NC1c1ccco1 (stereo not given) | -2.8
Cc1c(C(=O)OC2CCCC2C)[nH]c2c1C(=O)CCC2 (stereo not given) | -0.465
Cc1c(Br)c([N+](=O)[O-])nn1C(C)C(=O)NCc1cccnc1 (stereo not given) | 0.488
COc1cc(-c2nc(-c3ccc(NC(=O)c4ccc(Br)o4)cc3)no2)cc(OC)c1OC | -1.05
CC(C)(C)C1CCc2[nH]nc(C(=O)O)c2C1 (stereo not given) | 1.13
O=C(CC1SC2=NCCN2C1=O)Nc1ccc(Br)cc1 (stereo not given) | -0.119
CCN1CCN(Cc2nc3c(c(=O)n(C)c(=O)n3C)n2CC(=O)c2ccccc2)CC1 | 0.531
Cc1occc1-c1nnc(SCC(=O)NC(=O)NC(C)C)n1N | 0.144
COc1cc(OC)cc(C(=O)NC2CCSC2=O)c1 (stereo not given) | 1.06
COCCNC(=O)CSc1nc2ccccc2c(=O)n1CCCC(=O)NCc1ccccc1 | 0.715
CSc1nnc(C2CCCN2)n1C (stereo not given) | -0.0967
Cc1ccc(S(=O)(=O)n2cnc3cc([N+](=O)[O-])ccc32)c(C)c1C | -1.27
COc1cc(S(=O)(=O)N(Cc2ccccc2)Cc2ccccn2)ccc1-n1cnnn1 | -0.0246
CC(C)(O[C@@H]1O[C@H](CO)[C@@H](O)[C@H](O)[C@H]1O)[C@H]1Cc2cc3ccc(=O)oc3cc2O1 | 1.3
CCC1C2CN(C(C)=O)CC=C2C(C#N)=C(N)C1(C#N)C#N (stereo not given) | 1.97
Cc1ccc(NC(=O)c2ccco2)c(NC(=O)CN2C(=O)c3ccccc3C2=O)c1 | 1.03

Further structures:
SMILES | Cav32 inh
CCCCCC(=O)Nc1ccccc1N1CCN(c2ccccc2)CC1 | -2.9
CCN(CC)c1ccc(C2C(C(=O)OCCOC(C)C)=C(C)NC3=C2C(=O)CCC3)cc1 (stereo not given) | -2.54
O=C1c2cccnc2C(=O)N1CO | -0.386
Cc1ccc(-c2nn(-c3ccccc3)c3[nH]c(=O)c(CNCc4ccccc4)cc23)cc1 | -3.58*
COc1cc2nc(-c3cccs3)oc(=O)c2cc1OC | 0.231
O=C(O)c1ccc(NS(=O)(=O)c2ccc(Cl)cc2)cc1 | 0.242
O=C(NCc1cccc(C(F)(F)F)c1)C1CC(c2ccccc2[N+](=O)[O-])=NO1 (stereo not given) | -0.656
S=C1NC[C@H](Cc2ccccc2)N1CCCCC1CCCCC1 | -1.02
CCCCCCCc1c(C)nc(N2CCOCC2)[nH]c1=O | 0.0204
Cc1nn2c3c(cnc2c1-c1ccccc1)C(=O)CC(c1ccco1)C3 (stereo not given) | 0.788
CC(=O)Nc1ccc(-c2cc(-c3ccc(NC(C)=O)cc3)nc(-c3ccccc3)n2)cc1 | -0.365
O=C(Nc1nc(-c2ccccc2)c(-c2ccccc2)o1)c1ccc(F)cc1 | -5.84*
C#CCOCCOCCOCCNc1nc(N2CCN(C(=O)C([C@@H](C)CC)n3cc(C(N)COC(=O)C(F)(F)F)nn3)CC2)nc(N2CCN(C(=O)[C@H](CCC(=O)O)n3cc(C(N)CC(C)C)nn3)CC2)n1 (stereo not given in full) | 0.636
C[C@@]12CCC=C[C@H]1[C@H](c1ccoc1)N(Cc1ccccc1)C2=O | 0.374
Cc1ccc(C)c(NC(=O)CSc2nnc(-c3ccccc3C)o2)c1 | -5.54*
COCCCN1C(=O)C(=O)/C(=C(/O)c2ccc(OC)cc2)C12C(=O)N(C)c1ccccc12 (stereo not given) | 0.0634
O=C(Nn1cnc2ccccc2c1=O)c1ccccc1Cl | 0.513
CCOc1ccc(S(=O)(=O)N2CCN(C)CC2)c(C)c1C | 0.146
O=C(C1CC1)N(CCc1ccccc1)Cc1nc2ccccc2c(=O)[nH]1 | 0.22
COc1cc([C@@H]2[C@H]3CN(C)CC=C3C(C#N)=C(N)C2(C#N)C#N)cc2c1OCO2 | 1.16

Continued, overlapping the part above by 5 compounds.
SMILES | Cav32 inh
COCCCN1C(=O)C(=O)/C(=C(/O)c2ccc(OC)cc2)C12C(=O)N(C)c1ccccc12 (stereo not given) | 0.0634
O=C(Nn1cnc2ccccc2c1=O)c1ccccc1Cl | 0.513
CCOc1ccc(S(=O)(=O)N2CCN(C)CC2)c(C)c1C | 0.146
O=C(C1CC1)N(CCc1ccccc1)Cc1nc2ccccc2c(=O)[nH]1 | 0.22
COc1cc([C@@H]2[C@H]3CN(C)CC=C3C(C#N)=C(N)C2(C#N)C#N)cc2c1OCO2 | 1.16
O=C(Nc1ccc2c(c1)OCO2)c1cc2ncc(Br)cn2n1 | 0.193
Cc1ccc(-c2nnc(-c3ccccc3)o2)cc1Br | -0.502
COC(=O)C1=C(C)Nc2nc(-c3ccccc3)nn2C1c1ccc(C)o1 (stereo not given) | -2.03
O=C(NCc1ccco1)C(NS(=O)(=O)c1cccc2nsnc12)c1ccccc1 (stereo not given) | 0.222
Cc1cccc(NC(=O)CSc2nnc(CSc3nc(C)cc(C)n3)o2)c1 | 0.603
Cc1ccc(C(=O)N(CN2CCCC2=O)c2ccc(F)cc2)cc1C | 0.435
Cc1ccc(C2=NOC(C)(c3nnc(-c4cccc(Cl)c4)o3)C2)cc1 (stereo not given) | 0.00454
COc1ccccc1-c1noc(CCC(=O)Nc2cccc(C(F)(F)F)c2)n1 | -7.58*
COCCCNC(=O)c1ccc(CS(=O)(=O)c2ccc(OC)cc2)o1 | 0.566
Cc1csc(NC(=O)CNS(=O)(=O)c2cccs2)n1 | -0.295
Cc1ccc(C)c2[nH]c(=O)c(CCNC(=O)c3ccc4c(c3)OCO4)cc12 | -0.149
CCC(=O)N1CCc2cc(Br)cc(S(=O)(=O)CCC(=O)NCc3ccco3)c21 | 2.01
CC1(C(=O)Nc2nccs2)Cc2ccccc2C(=O)O1 (stereo not given) | 0.765
CCOC(=O)N1CCN(c2nc(-c3cccs3)cc(C(F)(F)F)n2)CC1 | 0.546
C=CCn1c(=N)c(C(=O)NCCCOC)cc2c(=O)n3ccccc3nc21 | 0.306
CCOC(=O)/C=C1\SCC(=O)N1CCOc1cccc(Br)c1 | -4.29*
COc1ccc(N2C(=O)C(Cl)=C(N3CCN(Cc4ccccc4)CC3)C2=O)cc1 | 0.0745
Cn1cc(C(=O)NC2CCCCCCC2)c(=O)c2cc(S(=O)(=O)N3CCCC3)ccc21 | 0.151
CCCN1C2CCCC1CC(NC(=O)Nc1cccc(C(C)=O)c1)C2 (stereo not given) | 0.23
CCOc1cc(C(N)=O)cc(Br)c1OC | 0.117
CCN(CC)c1ccc(C2Nc3cccc4cccc(c34)N2)c(O)c1 | -0.199
COCCNC(=O)Cc1ccc(Br)cc1 | 0.405
C[C@H](NC(=O)c1nc[nH]c1C(=O)NCC(=O)OC(C)(C)C)C(=O)OC(C)(C)C | 0.876
O=C(CSc1nnnn1C1CCCC1)N1CCCc2ccccc21 | -0.0076
CSCC[C@H](NC(=O)OC(C)(C)C)c1nnc(SCC(N)=O)o1 | 0.141
CCCCOc1ccc(-c2nnn(CC(=O)NCc3ccco3)n2)cc1 | -2.87
C/C(=N\NC(=O)C(=O)Nc1cccc(C(F)(F)F)c1)c1ccc(Cl)s1 | -0.32
Cc1nnnn1-c1cccc(C(=O)O)c1 | -0.914
CC(=O)Nc1ccc(SCC(=O)c2cc(C)n(C)c2C)cc1 | 0.252

Screening data as filed in PubChem BioAssay.
